# PKA-R2B act: activators of PKA-R2B holoenzyme, primary screen, biochemical, fluorescence polarization, Cy5-IP20, human; cAMP-dependent protein kinase catalytic subunit beta (Homo sapiens) + cAMP-dependent …; PKA-R2B holoenzyme dissociation; R2B truncated from residue 108, S112A mutant; 0% DMSO only, 100% 113 µM cGMP; activation, % at 11.4 µM; 340,000 compounds, 0.079% hits;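 active means activation above a cutoff set at the mean over all compounds plus 3 SD, cut at about 18% in these data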;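 further: higher means more holoenzyme dissociation and a rise in polarization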
# Target sequence (P31323 whole entry, looked up, other chains not shown, the tested form may be a part): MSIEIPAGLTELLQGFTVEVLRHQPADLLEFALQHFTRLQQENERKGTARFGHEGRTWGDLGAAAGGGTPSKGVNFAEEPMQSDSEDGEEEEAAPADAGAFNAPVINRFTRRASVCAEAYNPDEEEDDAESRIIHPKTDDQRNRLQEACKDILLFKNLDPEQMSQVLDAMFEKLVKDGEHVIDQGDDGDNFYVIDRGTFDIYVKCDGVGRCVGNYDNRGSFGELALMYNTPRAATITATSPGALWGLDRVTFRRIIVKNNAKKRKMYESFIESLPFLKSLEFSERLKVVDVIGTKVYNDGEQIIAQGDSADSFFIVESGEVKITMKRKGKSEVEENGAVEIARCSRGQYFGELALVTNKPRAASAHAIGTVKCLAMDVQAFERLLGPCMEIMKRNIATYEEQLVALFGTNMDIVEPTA
# PKA-R1A activ: activators of PKA-R1A holoenzyme, primary screen, biochemical, fluorescence polarization, Cy5-IP20, bovine R1A, mouse PKAc. 340,000 compounds, 0.083% hits. AID 504707, 2011. cAMP-dependent protein kinase type I-alpha regulatory subunit (Bos taurus) + …. PKA-R1A dissociation; scaled: DMSO 0%, 113 µM cGMP 100%. activation, % at 11.4 µM;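 active means percent activation above the mean of all tested compounds plus 3 SD, cut at about 19% in these data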;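 further: higher means more PKAc released from R1A so a rise in polarization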
# phage Ecoli inh: growth loss of phage-infected E. coli, primary screen, RecBCD inhibitor project, absorbance, with phage, HTS; inhibition, % at 11.9 µM; 360,000 compounds, 0.26% hits; AID 651602, 2012; in the data active means inhibition above about 11%
# HTR5A inv ag: HTR5A inverse agonists in luminescence cell assay, primary screen, counter-screen for OPRM1-OPRD1 heterodimer inverse agonist project, full-deck HTS | 5-hydroxytryptamine receptor 5A (Homo sapiens), P47898 | HTR5A cell line, inverse agonism | inhibition, % at 9.3 µM | 340,000 compounds, 0.083% hits; in the data active means inhibition mostly above about 23%, no sharp cut-off; inactive means mostly below about 18%;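 further: 0% = cells with DMSO and 100% = no-cell wells with DMSO; some compounds called inactive have numbers as strong as hits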
# Target sequence (P47898 whole entry, looked up): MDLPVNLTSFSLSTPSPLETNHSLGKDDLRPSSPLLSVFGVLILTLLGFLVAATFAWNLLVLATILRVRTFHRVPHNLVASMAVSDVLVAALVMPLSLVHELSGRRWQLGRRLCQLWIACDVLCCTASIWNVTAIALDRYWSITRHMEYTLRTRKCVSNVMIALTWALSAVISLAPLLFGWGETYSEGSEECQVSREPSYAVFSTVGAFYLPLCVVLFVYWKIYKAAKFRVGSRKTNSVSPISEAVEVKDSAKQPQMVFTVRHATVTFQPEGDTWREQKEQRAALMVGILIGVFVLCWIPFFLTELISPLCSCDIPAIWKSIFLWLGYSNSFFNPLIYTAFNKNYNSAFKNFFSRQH
# Tat transport: E. coli Tat export inhibitors, primary screen, MC4100, TorA-mCherry reporter, fluorescence, single point; inhibition, % at 10 µM; 340,000 compounds, 0.036% hits; AID 488895, 2010;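 active means mean replicate inhibition at least 50% and at least half of replicates individually reaching 50%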;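 further: exported cargo escapes ClpAP degradation while cytoplasmic cargo is degraded and loses fluorescence; 0% = median of neutral control wells and 100% = median of NaSCN control wells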
# PfHsp90 set2: growth inhibition of PfHsp90-expressing yeast, primary screen, antimalarial PfHsp90 inhibitor project, S. cerevisiae, BacTiter-Glo luminescence, single point, set 2; BacTiter-Glo ATP, 48 h; yeast lacking PDR1 and PDR3 efflux regulators; inhibition, % at 9.4 µM; 310,000 compounds, 0.32% hits; AID 504621, 2011;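 active means every replicate shows inhibition above about 80%, whatever the replicate mean, limit read from the data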;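 further: 0% = DMSO neutral controls and 100% = 20 µM radicicol positive controls; yeast relying on Plasmodium falciparum Hsp90 in place of its own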
# Ecoli viability: E. coli V3065 growth inhibition, primary screen, counter-screen for AddAB inhibitor project, absorbance, OD600 | 330,000 compounds, 0.27% hits | inhibition, % at 11.9 µM | 18 h;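 active means inhibition above the campaign's mean inhibition across all tested compounds plus 3 SD, cut at about 9.9% in these data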;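 further: uninfected addAB+ strain grown without phage in ampicillin broth; 0% = DMSO wells and 100% = ciprofloxacin 0.95 µg/ml wells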
# MOR-DOR ag: agonists of OPRM1-OPRD1 heterodimerization, primary screen, cell-based, luminescence. cells. Mu-type opioid receptor (Homo sapiens) + Delta-type opioid receptor (Homo sapiens), …. 340,000 compounds, 0.3% hits. AID 504326, 2011. activation, % at 9.3 µM; in the data active means activation above about 18%;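 further: 0% = vehicle-treated cells and 100% = reference agonist; values of inactives mirror those of a sister screen read the other way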
# Mot1-301 SUMO: yeast Mot1-301 growth rescue at high temperature, primary screen, SUMOylation pathway inhibitor project, S. cerevisiae, ATP luminescence, 38.5C. S. cerevisiae Mot1-301 growth rescue; percent above DMSO median, 100 means doubled. growth rescue, % at 18.8 µM. 320,000 compounds, 1% hits;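 active means every valid replicate shows activation above 250% relative to neutral control wells; inactive means the rest, any valid replicate at or below 250%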;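 further: OY570 slx delta 5 strain wells were the positive control but not used for scaling; some compounds called inactive have numbers as strong as hits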
# MOR-DOR inv ag: inverse agonists of MOR-DOR heterodimerization, primary screen, cell-based, luminescence; inhibition, % at 9.3 µM; Mu-type opioid receptor (Homo sapiens) + Delta-type opioid receptor (Homo sapiens), …; cell-based MOR-DOR heterodimer luminescence, inverse agonism; 340,000 compounds, 0.21% hits; in the data active means inhibition above about 22%, passing the limit was not always enough;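 further: 0% = cells with DMSO and 100% = wells without cells with DMSO; values of inactives mirror those of a sister screen read the other way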
# AddAB inh: growth inhibition of E. coli expressing H. pylori AddAB, primary screen, AddAB inhibitor project, absorbance; inhibition, % at 11.9 µM; 330,000 compounds, 0.29% hits; AID 435030, 2010; in the data active means inhibition above about 12%;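 further: 0% = vehicle wells of infected cells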
# * marks the source's active call; other numbers are inactive results; / = not tested or not shown.
SMILES,PKA-R2B act,PKA-R1A activ,phage Ecoli inh,HTR5A inv ag,Tat transport,PfHsp90 set2,Ecoli viability,MOR-DOR ag,Mot1-301 SUMO,MOR-DOR inv ag,AddAB inh
Cc1ccc(Nc2nc(N)nc(COC(=O)c3ccc(Br)o3)n2)cc1,-2,-7,5.2,-2,-2,-13,/,-2.3,/,11,/
CC(=O)Cc1nsc(NC(=O)c2ccc(-c3ccc(Cl)c(Cl)c3)o2)n1,-4,-8,0.8,0,-3,-18,2.8,-0.5,-9,3,2.1
O=C(Nc1ccc(N2CCCCCC2)cc1)c1cccc(S(=O)(=O)N2CCOCC2)c1,-4,7,-1.8,-9,0,2,-1.2,3.8,-6,-15,-1.3
O=C(CSc1ccc(-c2cccs2)nn1)N1CCCCC1,-2,-6,0.6,-23,-3,-14,-1.1,-0.9,0,5,0.8
Cc1ncoc1C(=O)NC1CC(C)(C)Cc2c1cnn2-c1ccccc1 (stereo unspecified),-5,-7,0.9,-14,-1,-2,/,-2.6,-15,15,/
Cc1noc(C)c1NC(=O)N(C)C[C@H]1Oc2ccc(NS(=O)(=O)c3ccc(F)cc3)cc2C(=O)N([C@H](C)CO)C[C@@H]1C,-11,-12,2.5,-46,2,-4,-1.7,-0.5,-5,3,2.8
C/C=C/c1ccc(OCCCCOc2ccc(OC)cc2)c(OC)c1,-6,-8,4.0,-1,1,-7,-3.2,0.8,-4,-4,2.2
S=C(NCc1cccs1)Nc1cccc(Cl)c1Cl,-11,-7,4.3,-15,-3,-20,1.5,0.5,406,-2,6.5
O=C(COC(=O)c1cc(Br)ccc1Cl)NC1CCCC1,13,1,-1.5,5,-2,/,-0.4,-0.1,-5,1,-1.2
CCC(C)[C@H](NC(=O)NCc1ccco1)C(=O)O (stereo partly specified),2,-4,1.0,0,0,-14,-1.6,-0.6,-8,4,-1.5
CCOc1ccccc1NC(=O)/C(C#N)=C/c1c(C)nn(-c2ccc(F)cc2)c1Cl,-2,-3,2.4,20,-7,5,-1.8,0.6,-10,-4,2.5
CN(CC(=O)NCCc1ccc(S(N)(=O)=O)cc1)CC(=O)Nc1ccc(Cl)c(C(F)(F)F)c1,3,-13,1.9,21,3,-1,/,1.8,/,-7,/
O=C(CCC(=O)N1CCOc2ccccc21)Nc1ccccc1Br,-2,-12,4.7,-28,-8,-27,-1.1,-0.5,2,3,-0.2
CCOC(=O)C1CCCN(C(=S)Nc2cccc(Cl)c2)C1 (stereo unspecified),-14,-14,1.8,2,-4,-5,-1.6,-1.1,-10,5,1.9
CCOc1cc(C2Nc3ccccc3NC3=C2C(=O)CC(C)(C)C3)ccc1O (stereo unspecified),2,-3,3.6,-4,1,-11,-1.8,-0.9,12,4,0.8
O=C(c1cccs1)N1CCN(C(=O)c2cccs2)C1=S,0,-6,2.6,12,15,21,/,-2.7,/,14,/
CCN(c1ccccc1)S(=O)(=O)c1cc(C(=O)O)ccc1C,0,-5,0.5,13,18,-2,2.1,-2.6,-7,13,1.3
COc1cc2c(cc1NC(=O)CCC(=O)O)oc1ccccc12,4,10,2.8,-7,-3,-10,-0.3,-3.0,-16,14,3.5
Cc1ccc(C(=O)N(CC(=O)NC2CCCCC2)c2ccccc2F)s1,0,-3,4.1,4,-5,8,5.1,-0.7,-17,4,4.4
O=C(Nc1ccc(NC(=O)c2ccc(Cl)cc2Cl)cc1)c1cccs1,-4,2,2.0,-21,-5,1,-0.1,12,-14,-88,0.0
O=C(NCc1ccc2c(c1)OCO2)C1CC(c2ccc(Cl)cc2)=NO1 (stereo unspecified),-14,-11,2.7,-3,-17,13,-1.5,-1.1,19,6,2.0
Cc1ccc2[nH]c3c(c2c1)CCC3=O,-12,10,-0.1,1,-5,4,-0.4,-0.2,5,1,0.5
COc1cc2c(cc1NC(=O)Cc1ccc(C)cc1)oc1ccccc12,-3,-4,2.3,-2,1,-15,-1.9,1.3,-11,-6,0.8
COc1ccc(OC)c(NC(=O)CSc2nc3ccccc3c(=O)n2CC2CCCO2)c1 (stereo unspecified),-13,-8,-0.5,-30,8,20,0.6,-1.6,-6,8,1.4
O=C(CNC(=S)NC(=O)c1ccco1)c1ccccc1,3,14,1.1,-18,0,3,-1.0,0.2,7,-1,1.6
CCC(C)(C)n1nnnc1C(c1cccnc1)N1CCN(c2cccc(C(F)(F)F)c2)CC1 (stereo unspecified),-3,4,1.7,-21,7,62,0.7,0.5,100,-3,2.8
COc1ccc2c(-c3cccnc3)cc(=O)[nH]c2c1,-6,5,3.1,-21,-4,5,-1.6,-1.9,-8,12,3.3
CCCCN(CCCC)CCNC(=O)CN1C(=O)COc2ccc(S(=O)(=O)N3CCC(C)CC3)cc21,3,4,1.5,7,6,25,-0.1,-0.8,-5,4,2.4
O=C(c1ccc(S(=O)(=O)N2CCCCCC2)cc1)N(c1ccccn1)C1CCCCC1,-3,0,4.2,8,5,-17,-2.8,-1.1,3,5,-1.6
COc1ccc(C2(C)NC(=O)N(CC(=O)Nc3ccc4c(c3)OCO4)C2=O)cc1OC (stereo unspecified),10,2,-0.1,-4,0,-10,-0.3,0.2,-11,-1,-0.9
COc1ccc(OC)c(C2C(C#N)=C(N)Oc3cc(C)[nH]c(=O)c32)c1 (stereo unspecified),-2,4,3.1,8,-4,17,-0.8,-0.3,176,2,2.7
Cc1cccc(NC(=O)NNC(=O)c2cc(-c3ccccc3Cl)nc3ccccc23)c1,-9,-2,/,3,2,12,3.3,-0.5,-15,2,5.1
NC1=NC(=O)/C(=C/c2cccc(-c3ccc(S(N)(=O)=O)cc3)c2)S1,-9,-1,0.6,-1,-3,-35,-0.5,-1.0,32,6,3.1
O=C(CC1C(=O)NCCN1C/C=C/c1ccccc1)NCCc1ccncc1 (stereo unspecified),4,4,-1.2,6,1,7,-2.8,-2.3,-4,11,-0.9
Cc1nnc(SCCn2c(Br)nc3c2c(=O)[nH]c(=O)n3C)s1,-1,3,0.2,-8,-8,-1,1.0,-0.2,-2,1,1.0
CC(=O)N1CCN(c2nc3ccc([N+](=O)[O-])cc3s2)CC1,-15,0,1.4,-7,-4,4,-2.8,-2.7,22,14,-0.1
CCNC(=O)CCn1nc(-c2ccc(Cl)cc2)c2ccccc2c1=O,-1,8,1.6,31,-6,7,0.2,-1.2,-13,7,0.2
CC(=O)CCn1c(=O)n(CCC(C)=O)c(=O)n(CCC(C)=O)c1=O,4,-5,0.5,-9,4,-95,4.8,-0.5,-20,3,3.9
COc1cc(C(=O)OCC(=O)NC2CC2)ccc1OCCC(C)C,1,2,0.3,-20,-2,17,1.1,-1.1,-13,5,1.1
COC(=O)c1c(N)n(-c2ccc(NC(C)=O)cc2)c2nc3ccccc3nc12,-4,-2,-2.1,5,11,5,-0.6,-1.6,-5,7,4.5
CC12COC3(C(=O)Nc4ccc([N+](=O)[O-])cc4)CC1CCC32C (stereo unspecified),1,-7,2.3,-6,-4,-30,-1.6,4.9,116,-30,2.1
C=C1C(C(=O)Nc2ccc(OCC)cc2)C1C(=O)Nc1ccc(OCC)cc1 (stereo unspecified),-1,-11,2.4,11,-4,12,-2.7,0.4,9,-3,3.7
O=c1cn[nH]c2ccc(Br)cc12,8,-2,4.4,12,-13,-1,/,-2.0,/,10,/
CC(C)CC(=O)NC(=S)Nc1ccc(S(=O)(=O)Nc2nccs2)cc1,3,-7,3.8,34,-2,10,2.7,-1.7,-18,10,2.3
O=C(COC(=O)C1CC1)Nc1ccc2c(c1)OCO2,6,4,-0.1,-2,-7,20,0.2,-3.5,-3,17,-0.3
CCOC(=O)C1(Cc2cccc(Cl)c2)CCCN(C(=O)c2cccc(C)n2)C1 (stereo unspecified),-3,1,-3.2,-1,3,-1,0.4,-1.5,35,7,0.0
CCC(=O)c1ccc(OCC(O)CN2CCOCC2)cc1 (stereo unspecified),-5,-4,0.8,12,-9,-24,3.0,-0.8,-15,5,-0.8
COC(=O)[C@]1(Cc2ccccc2)N[C@H](CN(C)C(=O)Nc2ccc(OC)cc2)[C@@H]2C(=O)N(C)C(=O)[C@@H]21,12,-7,1.1,-5,-2,10,-0.4,-1.3,/,6,2.2
O=C(Nc1cccnc1Cl)c1cc(-c2ccc(O)cc2)on1,-12,11,1.7,-20,7,5,-0.8,7.2,12,-38,3.2
NC(=NCCc1ccccc1)NS(=O)(=O)c1ccccc1,-8,6,1.3,0,0,-4,0.2,0.2,-1,-1,-1.4
CCN(CC)S(=O)(=O)c1ccc(Cl)c(NC(=O)COC(=O)c2c(C)noc2C)c1,-7,-3,2.2,-5,-2,2,-0.1,-0.5,3,3,-1.1
COC(=O)c1ccccc1NC(=O)CSc1nnc(-c2cccnc2)o1,-2,17,0.2,1,1,-16,1.0,-1.3,0,8,1.0
CN(C)CCCN(C(=O)c1ccc(C(=O)c2ccccc2)cc1)c1nc2cc3c(cc2s1)OCCO3,-5,2,1.5,3,18,-43,-2.9,-2.7,1,15,-0.2
COC(=O)c1ccc(NS(=O)(=O)c2cc3c4c(c2)CCN4C(=O)CC3)cc1,-3,-8,1.9,0,-2,/,-1.3,-2.3,-4,15,-1.3
CC(=O)c1ccc(NC(=O)c2noc(C)c2[N+](=O)[O-])cc1,-3,-4,3.3,12,3,1,0.0,-2.0,4,10,4.2
COc1cccc(-c2cc(C(=O)N3CCN(C(=O)c4ccco4)CC3)[nH]n2)c1,0,-6,0.0,-1,0,2,2.9,-2.0,-4,10,3.2
COc1ccc(OCc2nnc(SCC(=O)N3CCOCC3)o2)cc1,-8,2,-1.3,4,-1,-14,1.9,-1.8,9,9,4.8
O=C(c1ccccc1F)N1CCN(c2ccccc2)CC1,4,3,3.7,-8,-4,13,1.6,-0.4,224,2,2.2

# High-throughput results as filed in PubChem BioAssay.
